TRPC6 act: activators of mouse TRPC6 channel. B-score at 10 µM. HEK293-TRPC6 membrane potential dye fluorescence; stronger effect = higher value. 310,000 tested, 0.13% active;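 active means B-score of the integrated fluorescence ratio above library mean plus 3 SD, and starting fluorescence ratio within library mean plus 5 SD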;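 further: higher score means more depolarization so channel activation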
Target sequence (Q61143 whole entry, looked up): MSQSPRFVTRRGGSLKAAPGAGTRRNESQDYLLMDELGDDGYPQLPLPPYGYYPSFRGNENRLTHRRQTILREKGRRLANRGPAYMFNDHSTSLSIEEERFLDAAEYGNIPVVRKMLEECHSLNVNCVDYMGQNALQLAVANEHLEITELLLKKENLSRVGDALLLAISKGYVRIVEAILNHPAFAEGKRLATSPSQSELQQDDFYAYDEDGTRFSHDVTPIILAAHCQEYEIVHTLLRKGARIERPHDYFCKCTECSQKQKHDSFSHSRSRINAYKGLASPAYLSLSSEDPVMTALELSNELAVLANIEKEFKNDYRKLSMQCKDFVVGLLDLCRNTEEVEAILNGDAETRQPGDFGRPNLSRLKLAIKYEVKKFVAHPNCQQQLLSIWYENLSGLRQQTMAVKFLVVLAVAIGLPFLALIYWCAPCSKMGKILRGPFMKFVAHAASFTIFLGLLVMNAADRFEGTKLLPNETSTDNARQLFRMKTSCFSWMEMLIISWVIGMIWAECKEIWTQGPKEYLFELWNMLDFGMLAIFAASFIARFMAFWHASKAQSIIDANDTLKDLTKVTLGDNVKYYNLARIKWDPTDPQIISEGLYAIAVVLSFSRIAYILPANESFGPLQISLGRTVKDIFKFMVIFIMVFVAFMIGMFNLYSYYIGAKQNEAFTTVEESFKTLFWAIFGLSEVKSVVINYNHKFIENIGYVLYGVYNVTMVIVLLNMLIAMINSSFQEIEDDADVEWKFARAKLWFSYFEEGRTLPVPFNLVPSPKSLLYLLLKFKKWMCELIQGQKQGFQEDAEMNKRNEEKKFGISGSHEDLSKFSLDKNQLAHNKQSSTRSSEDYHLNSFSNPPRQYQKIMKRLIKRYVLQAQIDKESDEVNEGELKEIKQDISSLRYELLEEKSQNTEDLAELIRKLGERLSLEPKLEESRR
Platelet DG rel: platelet dense granule release activity | human platelet-rich plasma, SFLLRN dense granule ATP release, luminescence | inhibition, %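 (compounds screened at 7.5 µM in platelet-rich plasma)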 | 300,000 tested, 0.22% active;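 active means mean replicate score, as percent of positive control, at or above 50; inconclusive means mean below 50 but at least one replicate at or above 50; inactive means mean and every replicate below 50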
RGS4 block: inhibitors of human RGS4; P49798; HEK293 M3R/RGS4 inducible, Fluo-4 calcium flux; stronger effect = higher value; triggered by carbachol at its EC20; B-score at 10 µM; 310,000 tested, 0.45% active; AID 463165;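 active means B-score, a plate-corrected calcium signal, over three deviations above library mean, with baseline fluorescence within five deviations of library mean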;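 further: RGS4 expression induced by doxycycline in cells with stable M3 receptor; B-score is computed from the integrated fluorescence ratio over baseline after carbachol; higher B-score means a larger calcium signal and so more RGS4 inhibition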
Target sequence (P49798 whole entry, looked up): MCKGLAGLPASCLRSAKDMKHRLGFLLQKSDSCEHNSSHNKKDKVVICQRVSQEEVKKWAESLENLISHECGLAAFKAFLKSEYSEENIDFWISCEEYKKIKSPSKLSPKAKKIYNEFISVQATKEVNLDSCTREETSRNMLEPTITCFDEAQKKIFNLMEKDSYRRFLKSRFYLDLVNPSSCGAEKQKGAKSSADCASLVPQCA
HIF act: HIF pathway transcriptional activation | activation, % at 7.5 µM (by protocol) | AID 1910 | U2OS HRE-luciferase reporter, luminescence; normalized: DMSO 0%, desferrioxamine 100% | 300,000 tested, 0.32% active;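 active means mean activation of at least 10% of the iron chelator positive control signal, with at least half of replicates also reaching 10%; inconclusive means mean and replicate majority disagree about reaching 10%; inactive means mean and most replicates under 10%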
RGS4 act: potentiators or activators of RGS4; 310,000 tested, 0.92% active; HEK293 M3R/inducible RGS4, carbachol calcium flux Fluo4; stronger effect = lower value; B-score at 10 µM; AID 463111;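 active means B-score of the integrated calcium signal more than 4 SD below the library mean, with starting fluorescence not abnormally high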;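 further: negative B-score means reduced calcium response which marks RGS4 activation or potentiation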
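Reagent: ECmax carbachol challenge; Test system: M3R-expressing HEK293 line, RGS4 induced by doxycycline; Schedule: overnight RGS4 induction, 30 min dye load 37 °C, 20 min compound RT; Detection: calcium dye Fluo4 fluorescence; Read-out: Agonist-evoked peak-minus-minimum fluorescence over baseline, integrated ratio, B score.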
TRPC4 inh: inhibitors of mouse TRPC4 channel; AID 2247; 300,000 tested, 0.39% active; HEK293 TRPC4beta/mu-opioid, DAMGO-evoked Fluo4 calcium flux; stronger effect = lower value; B-score at 10 µM;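 active means B-score over 3 SD under the library average, no early fluorescence shift, positive overall ratio signal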
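Assay system: Stable TRPC4beta/mu-opioid receptor HEK293 cells | Reagent: DAMGO in two steps, submaximal then maximal | Compound dosing: Single concentration per test compound | Signal: Fluo4 Ca2+ flux fluorescence | Evaluation: Per-well B score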
MrgX1 PAM: allosterically activates human MrgX1 receptor signaling | Q96LB2 | MrgX1-HEK293, Fluo-4 calcium flux, FDSS; stronger effect = higher value | B-score at 10 µM | 310,000 tested, 0.63% active | AID 588675;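 active means plate-corrected calcium response at least 3 library SD above typical, normal starting fluorescence, not activating the receptor alone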;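 further: compound read alongside a low EC10 to EC30 dose of BAM8-22 agonist; peak minus trough fluorescence over baseline measured at the second addition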
MrgX1 ag: agonists of human MrgX1 receptor; MrgX1-HEK293 cells, Fluo-4 calcium fluorescence, agonist mode; stronger effect = higher value; B-score at 10 µM; 310,000 tested, 0.44% active;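 active means calcium response B-score plate-corrected fluorescence ratio at least 3 library SD, with starting fluorescence B-score inside 5 SD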
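Material: MrgX1-expressing HEK293 cells; input: 15,000 cells per well; doses: test compound given as first of three sequential additions; schedule: overnight plating before 1 h dye loading; technique: Fluo-4 NW calcium-flux fluorescence, kinetic read; evaluation: baseline-normalised fluorescence change ratio, B-scored; control set: plate-wise positive and negative controls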
TRPC6 inhibitor: blocks the mouse TRPC6 cation channel; 310,000 tested, 1.1% active; HEK293-TRPC6, membrane potential dye, ACh-evoked depolarization; stronger effect = lower value; B-score at 10 µM; Q61143;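 active means B-score under library mean minus 3 SD, initial fluorescence not abnormally high, positive integrated signal ratio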;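 further: B-score derived from integrated fluorescence ratio over the kinetic read; more negative B-score means stronger inhibition of depolarization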
SKKanGAS inh: inhibitors of SKKanGAS S. pyogenes growth in kanamycin (SK-promoter or general growth effect). BacTiter-Glo, 6 h. inhibition, % at 7.5 µM. 300,000 tested, 1.3% active. AID 1662;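 active means mean replicate score, as percent of positive control median, at least 50; inconclusive means mean below 50 but one replicate at or above 50; inactive means mean and every replicate below 50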;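 further: strain carries kanamycin resistance gene driven by streptokinase promoter and grows in 40 µg/ml kanamycin; loss of luminescence reflects streptokinase promoter inhibition or plain growth inhibition; 0% = median of DMSO wells and 100% = positive control at its reference dose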
MrgX1 antagonist: blocks BAM8-22 activation of human MrgX1 receptor; AID 588676; Q96LB2; MRGX1-HEK293 calcium flux, Fluo-4, BAM8-22 antagonism; stronger effect = lower value; B-score at 10 µM; 310,000 tested, 1.3% active;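 active means calcium-response B-score plate-corrected more than 3 library SD below zero, starting fluorescence within 5 deviations, no agonist response on first addition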;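 further: peak minus trough fluorescence over baseline after final BAM8-22 challenge near maximal dose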
* marks the source's active call; other numbers are inactive results; i = inactive; ? = inconclusive; · = not tested or not shown.

#	Molecule	TRPC4 inh	RGS4 act	TRPC6 act	SKKanGAS inh	Platelet DG rel	RGS4 block	MrgX1 ag	TRPC6 inhibitor	MrgX1 antagonist	HIF act	MrgX1 PAM
1	CCNc1nc(NCC)nc(Oc2ccc(N)cc2)n1	i	i	i	7	0	i	i	i	i	-0.3	i
2	Cn1c(CNS(=O)(=O)c2cccc(Cl)c2)cc(=O)n(C)c1=O	i	i	i	-5	-4	i	i	i	i	-0.1	i
3	CCOC(=O)c1c(NC(=S)Nc2ccc(Cl)cc2)sc(C)c1C	i	i	i	2	0	i	·	i	·	-0.1	·
4	O=S(=O)(Oc1ccccc1C(=S)N1CCOCC1)c1ccc(Cl)cc1	i	i	i	2	15	i	i	i	i	-0.2	i
5	CC(=O)N(Cc1ccc(Br)cc1)c1ccccc1C(=O)O	i	i	i	3	7	i	i	i	i	-0.8	i
6	CC(CN1CCC(n2nccc2NC(=O)C2CCCC2)CC1)c1ccccc1 (centres undefined)	i	i	i	12	33	i	i	i	i	-0.4	i
7	CN(C)CCNC(=O)C(=O)Nc1cc2c3c(c1)CCC(=O)N3CCC2	i	i	i	-1	-10	i	i	i	i	0.3	i
8	COc1ccc2c(C)c(C(=O)N3CCN(Cc4ccccc4)CC3)oc2c1	i	i	i	-3	0	i	i	i	i	-0.3	i
9	COc1ccc(-n2nc(C(=O)NCC(=O)N3CCCCCC3)c3ccccc3c2=O)c(OC)c1	i	i	i	26	-1	i	i	i	i	0.3	i
10	O=C1CC2(CCCCC2)Oc2ccccc21	·	i	i	2	-2	i	i	i	i	-0.1	i
11	O=C(Nc1ccc2c(c1)OCO2)c1cnccn1	i	i	i	-2	9	i	i	i	i	3.9	i
12	CC(=O)Nc1ccc(NC(=O)CSc2ccc(C)cc2)cc1	i	i	i	-9	1	i	i	i	i	0.3	i
13	Cc1ccc2c(CNCc3ccco3)cc(=O)oc2c1	i	i	i	1	6	i	i	i	i	2.5	i
14	COc1ccc(/C=C2\NC(=O)C(C=NCc3ccccc3)=C2O)cc1	i	i	i	-6	17	i	i	i	i	0.8	i
15	CCN(CC(=O)Nc1ccc(N2CCOCC2)cc1)CC(=O)NC(C)(C)C	i	i	i	4	1	i	i	i	i	0.0	i
16	Cc1cccc(CNC(=O)CCn2ccc3cc(S(=O)(=O)N4CCCC4)ccc32)c1	i	i	i	-3	3	i	i	i	i	·	i
17	COc1ccc(CCNC(=O)C2CCCN(S(=O)(=O)N3CC(C)CC(C)C3)C2)cc1OC (centres undefined)	i	i	i	-1	-4	i	i	i	i	-0.2	i
18	Cn1c(=O)c2c(ncn2CC(=O)N2CCc3ccccc3C2)n(C)c1=O	i	i	i	-9	8	i	i	i	i	0.2	i
19	CC(C)c1nc(N2CCOCC2)c(C#N)c2c1CCCC2	i	i	i	9	6	i	i	-5.5*	i	0.2	i
20	c1ccc2c(CNc3ccc(CNc4ncn[nH]4)cc3)cccc2c1	i	i	i	-5	-9	i	i	i	i	0.1	i
21	O=C(NCCCn1ccnc1)c1cc2nc(-c3ccc(Br)cc3)cc(C(F)(F)F)n2n1	i	i	i	0	10	i	i	i	i	0.0	i
22	C=CCNC(=O)COC(=O)COc1ccc(Cl)cc1C	i	i	i	11	1	i	i	i	i	-0.3	i
23	COC(=O)/C=c1/s/c(=C(\C#N)C(=O)NCc2ccco2)n(-c2ccccc2)c1=O	i	i	i	1	5	i	i	i	i	1.0	i
24	Cc1ccc(NCCC(=O)c2cccc([N+](=O)[O-])c2)cc1	·	i	i	-1	-7	i	i	i	i	2.3	i
25	COc1ccc(CNC(=O)C(C)c2ccc([N+](=O)[O-])cc2)cc1 (centres undefined)	i	i	i	1	-6	i	i	i	i	-0.4	i
26	O=C(c1ccco1)N1CCN(C(=O)c2ccc(CS(=O)c3cccc(Cl)c3)o2)CC1 (centres undefined)	i	i	i	26	5	i	i	i	i	0.0	i
27	Cc1nn2c(N3CCOCC3)cc(C(C)(C)C)nc2c1-c1ccc(Cl)cc1	i	i	i	9	-9	i	·	i	·	1.9	·
28	O=C(CN1C(=O)C(c2ccc(F)cc2)=NC12CCCC2)Nc1ccc(F)cc1	i	i	i	11	-3	i	i	i	i	0.0	i
29	CCn1cc(C(=O)NCc2cccs2)c(=O)c2cc(S(=O)(=O)N3CCOCC3)ccc21	i	i	i	-3	15	i	i	i	i	-0.2	i
30	C=CCNC(=O)CN1CCC(O)(c2ccccc2)CC1	i	i	i	7	0	i	i	i	i	-0.2	i
31	O=C(CNC(=O)OCc1ccccc1)NC1CCCCCC1	i	i	i	1	22	i	i	i	i	0.2	i
32	N#CC1(NC(=O)COC(=O)c2nccnc2N)CCCCC1	i	i	i	3	4	i	i	i	i	-0.4	i
33	N#CCc1c(C#N)c(N)nc(N2CCN(C=O)CC2)c1C#N	i	i	i	8	3	i	i	i	i	-0.8	i
34	Cc1ccc(C)c(OCCn2cc(/C=C(/C#N)C(=O)NCC3CCCO3)c3ccccc32)c1 (centres undefined)	i	i	i	26	10	i	i	i	i	-0.2	i
35	COC(=O)C(C)Oc1ccc(-c2nccc(-c3ccccn3)n2)cc1 (centres undefined)	i	i	i	-6	-2	i	i	i	i	3.3	i
36	O=C(CNC(=O)c1ccc(F)cc1)c1ccccc1	i	i	i	3	-3	i	i	i	i	-5.3	i
37	Cn1c(CO)cnc1S(=O)(=O)Cc1c(Cl)cccc1Cl	i	i	i	1	5	i	i	i	i	1.3	i
38	CCOc1ccc(NC(=O)CCC(=O)NNC(=O)c2ccco2)cc1	i	i	i	-4	10	i	i	i	i	-0.3	i
39	CCc1ccc(/C=N/NC(=O)c2cc(-c3ccccc3OC)nc3ccccc23)s1	i	i	i	31	-2	i	i	i	i	-0.4	i
40	Cc1cc(NC(=O)c2ccccc2F)n(-c2nc3ccccc3[nH]2)n1	i	i	i	?	4	i	i	i	i	1.1	i
41	COc1ccccc1CNC(=O)C(=O)NCCC1CCCCN1S(=O)(=O)c1ccc(C)cc1 (centres undefined)	i	i	i	-1	-12	i	i	i	i	0.0	i
42	O=C(CCN1C(=O)C2C3CCC(C3)C2C1=O)Nc1ccc(F)cc1 (centres undefined)	i	i	i	-3	-2	i	·	i	·	-0.4	·
43	Cn1c(=O)cc(SCC(=O)Nc2cccnc2)c2ccccc21	i	i	i	-8	3	i	i	i	i	-0.1	i
44	CCN(CC)CCCNc1nc(N)c([N+](=O)[O-])c(NCCO)n1	i	i	i	5	3	i	i	i	i	0.2	i
45	C#CC[N+](CC)(CC)CC#Cc1cccc(Cl)c1	i	i	i	-5	-1	i	i	i	i	-0.3	i
46	Cc1cc(Cl)c(S(=O)(=O)Nc2ccc3c(c2)OCO3)cc1OCC(=O)NC1CCCCC1	i	i	i	14	6	i	i	i	i	-0.2	i
47	O=C(N=Nc1c(O)[nH]c2ccc(Br)cc12)c1cc(-c2cccs2)nc2ccccc12	i	i	i	27	2	i	·	i	·	0.0	·
48	Cc1ccc(-c2nc(CS(=O)CC(=O)N3CCN(c4ccc(F)cc4)CC3)c(C)o2)cc1 (centres undefined)	i	i	i	1	4	i	i	i	i	0.1	i
49	CSc1nc(N)c(C(=O)NC2CCCCC2)s1	i	i	i	-4	0	i	i	i	i	0.0	i
50	CC(C)c1ccc(NC2=NCC(=O)N2Cc2cccs2)cc1	i	i	i	-9	-1	i	i	i	i	1.0	i
51	CCc1nnc(N/N=C/c2ccccc2F)n1N	i	i	i	8	4	i	i	i	i	-6.7	i
52	Clc1cccc(Oc2cnc3ccccc3n2)c1	i	i	i	2	-8	i	i	i	i	3.6	i
53	O=C(NCC(c1ccco1)N1CCOCC1)c1ccccc1 (centres undefined)	i	i	i	2	0	i	i	i	i	-0.2	i
54	O=C(NC1CCCC1)c1cnn2c(C(F)(F)F)cc(-c3ccc4c(c3)OCO4)nc12	i	i	i	18	19	i	i	i	i	-0.2	i
55	COc1cc(/C=C2/C(=N)N3N=C(C(C)C)SC3=NC2=O)ccc1OS(=O)(=O)c1ccccc1	i	i	i	13	-6	i	i	i	i	-0.2	i
56	CCOCc1nnc(NC(=O)c2cccs2)s1	i	i	i	-2	-5	i	i	i	i	0.2	i

The listing continues.
#	Molecule	TRPC4 inh	RGS4 act	TRPC6 act	SKKanGAS inh	Platelet DG rel	RGS4 block	MrgX1 ag	TRPC6 inhibitor	MrgX1 antagonist	HIF act	MrgX1 PAM
57	O=C(N/N=C/c1ccc2nccnc2c1)c1ccncc1	i	i	i	-4	-2	i	i	i	i	-0.1	i
58	Cc1ccc(OCCC(=O)OCC(=O)Nc2ccc3c(c2)OCCO3)cc1	i	i	i	-14	6	i	i	i	i	0.5	i
59	COc1ccc(-c2nc(C)c(C(C)=O)n2O)cc1OC	i	i	i	2	0	i	i	i	i	1.2	i
60	O=C(NCC1CCCO1)c1ccc[nH]1 (centres undefined)	i	i	i	-6	10	i	i	i	i	2.8	i
61	COc1ccc(C(=O)Nc2cccc(NC(=O)c3cccs3)c2)cc1OC	i	i	i	3	1	i	i	i	i	-0.8	i
62	O=C(CCCl)Nc1nc2c(s1)CCc1ccccc1-2	i	i	i	23	6	i	i	i	i	-0.9	i
63	CCC(NC(=O)COc1cc2c(c3oc(=O)c(C)c(C)c13)CCC(C)(C)O2)C(=O)O (centres undefined)	i	i	i	6	-4	i	i	i	i	-0.4	i
64	Brc1cccc(-c2cnco2)c1	i	i	i	-4	5	i	i	i	i	-0.8	i
65	COc1ccccc1CNC(=O)C1CCN(S(=O)(=O)c2cccc3cccnc23)CC1	i	i	i	-3	8	i	i	i	i	·	i
66	O=C(COc1coc(CN2CCc3ccccc3C2)cc1=O)N1CCOCC1	i	i	i	-9	15	i	i	i	i	-1.5	i
67	O=C(O)CN=C(NS(=O)(=O)c1ccccc1)c1ccccc1	i	i	i	-4	-3	i	i	i	i	0.3	i
68	CCCCNC(=O)c1onc(CSc2ccc(F)c(F)c2)c1C(=O)NCCCC	i	i	i	29	1	i	i	i	i	0.1	i

Compound activity from PubChem.

Not a hit list; 6.1% or so of the library scored in one or more.
